b-catenin transl = modulators of beta-catenin nuclear translocation, primary screen, imaging, HeLa cells, immunofluorescence, high-content; nuclear translocation activity, % at 5 µM; 190,000 tested, 0.3% active; AID 1665, 2009;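 active means nuclear translocation activity above 50% at 5 µM, with a well cell count of 50 or more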;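 further: per-cell ratio of nuclear to cytoplasmic median beta-catenin stain intensity; plate controls were DMSO negative control for no effect and GSK-3 inhibitor IX positive control for full effect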
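Signal – beta-catenin immunofluorescence imaging with DAPI · Test system – human HeLa cell line · Dosing – 5 µM primary single dose, 0.1% DMSO, 0.02–20 µM confirmation series · Measure – % activation, nuclear-to-cytoplasmic median beta-catenin signal ratio per cell · Incubation – 24 h compound exposure at 37°C, 5% CO2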
Yfh1-depleted yeast = enhancers of respiration in Yfh1-depleted yeast, dose response, Friedreich's ataxia, plus single-dose screen (AID 1465) | fold induction at 50 µM, or EC50 in µM where a hit was titrated | 220,000 tested, 0.074% active | S. cerevisiae Yfh1-off respiration, WST-1 reduction, 72 h; higher fold induction means a stronger effect;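 active means fold induction of absorbance versus untreated yeast above a set limit, then at least 30% activation at any dose in follow-up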;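 further: activators that raise dye reduction in frataxin-depleted yeast; strong numbers were not always called active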
Ins promoter up = insulin promoter activators in MIN6 cells, imaging, high-content screening, mouse beta cells. 190,000 tested, 0.3% active. AID 1625, 2009. z-score at 5 µM. MIN6 insulin promoter-GFP reporter; stronger effect = higher value;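 active means z-score above 3 at 5 µM with at least 500 cells counted in the well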
Autophagy HCS = autophagy modulators in MEF cells, primary screen, imaging, high-content, MEF GFP-LC3; AID 463193, 2010; MEF GFP-LC3 puncta imaging; test concentration mostly 10 µM; calls only at 10 µM (by protocol); 190,000 tested, 0.98% active;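 active means percentage of spot-positive cells more than 3 SD above its plate mean, without a fluorescence outlier flag or 80% toxicity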;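 further: spot-positive cell cutoff set from DMSO-treated cells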
Hep lipid drop = inhibitors of hepatocyte lipid droplet formation, primary screen, imaging, high-throughput imaging, BODIPY stain | AID 1656, 2009 | AML12 mouse hepatocytes, oleate lipid droplets | inhibition, % at 6.5 µM | 240,000 tested, 0.4% active;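 active means lipid droplet intensity inhibited by at least 50%, with more than 500 cells counted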
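Technique: fluorescence imaging, 20x objective, two fields per well / Assay system: AML12 hepatocytes (mouse) / Measure: % inhibition of lipid droplet signal / Doses: 6.5 µM single-point dosing / Incubation: overnight exposure / Reagent: 100 µM oleic acid challenge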
Dynein cargo inh = inhibitors of GR-EGFP nuclear translocation, primary screen, dynein cargo transport inhibitor project, imaging, high-content, 3617.4 mouse cells; test concentration mostly 20 µM; stimulated with dexamethasone, 1 µM; stronger effect = lower value; z-score, hits read low; 220,000 tested, 0.47% active;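 active means plate z-score of nuclear minus cytoplasmic receptor signal below a set negative limit, without overly bright fluorescence or cell loss, cut at about -3.5 in these data, passing the limit was not always enough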;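 further: z-score of nuclear minus cytoplasmic ring GR-EGFP intensity difference per well; some compounds called inactive have numbers as strong as hits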
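medium = tetracycline-free induction medium containing charcoal-stripped FBS | probe or stimulus = dexamethasone, 1.0 µM final | timing = 48 h induction, then 1 h compound, then 30 min agonist, 37 °C | detection = automated 10x imaging of fixed Hoechst-stained cells | read-out basis = nuclear versus cytoplasmic GR-EGFP signal, averaged per well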
HEK293 NOD2/NF-kB = NOD2 signaling inhibitors, cell-based, luminescence, uHTS, HEK293 (AID 1566); HEK293 NOD2/NF-kB luciferase reporter, luminescence; higher % means a stronger effect; inhibition, % at 4 µM, or EC50 in µM where a hit was titrated; 290,000 tested, 0.63% active; in the data active means inhibition above about 50%; further: many of its hits are not listed in these tables
WT yeast gro inh = growth inhibition of WT strain, primary screen, mitochondrial fusion inhibitor project, WT and mutant strains, chemical genetic; inhibition, % at 10 µM; 190,000 tested, 2.1% active; AID 1362, 2008; mitochondrial fusion phenotypic screen; in the data active means inhibition above about 58%; tested in S. cerevisiae
MT stabilizer = microtubule stabilizers in HeLa cells, primary screen, imaging, high-content imaging; % tubulin-high responders, % at 10 µM; 200,000 tested, 0.83% active; HeLa tubulin immunostaining HCS, 24 h; share of cells brighter than vehicle mean+2SD;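 active means plate Z-score above 3 for both tubulin-high and condensed-nucleus cell shares, with cell loss under 80%, at 10 µM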;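 further: anti alpha tubulin signal scored within the nucleus-defined area of each cell; some results filed as inactive read as strong as hits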
WT yeast gro inh mutant strain = also measured in WT yeast gro inh; calls as there; inhibition, %; mitochondrial fusion phenotypic screen, mutant strain inhibition
Dynein cargo inh cytoplasmic EGFP = also measured in Dynein cargo inh; calls as there; z-score; measured here: cytoplasmic GR-EGFP intensity; stronger effect = higher value
Dynein cargo inh nuclear GR-EGFP = second read-out of Dynein cargo inh, no call of its own (marks repeat the call); z-score; measured here: nuclear GR-EGFP intensity;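 lower value marks the stronger effect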
Dynein cargo inh cell count = second read-out of Dynein cargo inh, no call of its own (marks repeat the call); z-score; measured here: cell count per field
Ins promoter up cell count = further read-out of Ins promoter up, marked with its call; cell count; measured here: cytotoxicity, nuclei count;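 total cells summed across four imaged fields per well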
Hep lipid drop cells 6.5 µM = also measured in Hep lipid drop; calls as there; cell count; measured here: cell count, cytotoxicity flag;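 cells counted across two imaged fields per well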
b-catenin transl cell count 5 µM = recorded beside b-catenin transl, whose call it bears; cell count; measured here: cell count, cytotoxicity flag
MT stabilizer Hoechst-high % = also measured in MT stabilizer; calls as there; % Hoechst-high responders; measured here: nuclear condensation Hoechst responders;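 share of cells brighter than vehicle mean plus two SD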
MT stabilizer cytotoxicity % = further read-out of MT stabilizer, marked with its call; toxicity, %; measured here: cytotoxicity by cell density;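 0% = mean cell density of plate MIN control wells and 100% = no cells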
Autophagy HCS cell loss 18 h = second read-out of Autophagy HCS, no call of its own (marks repeat the call); toxicity, %; measured here: cell loss, nuclei count;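 cell loss after 18 h compound exposure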
Numbers without * were called inactive; i = inactive; nt = not tested or not shown.

Values run as follows: b-catenin transl	b-catenin transl cell count 5 µM	Yfh1-depleted yeast	Ins promoter up	Ins promoter up cell count	Autophagy HCS	Autophagy HCS cell loss 18 h	Hep lipid drop	Hep lipid drop cells 6.5 µM	Dynein cargo inh	Dynein cargo inh cytoplasmic EGFP	Dynein cargo inh nuclear GR-EGFP	Dynein cargo inh cell count	HEK293 NOD2/NF-kB	WT yeast gro inh	WT yeast gro inh mutant strain	MT stabilizer	MT stabilizer Hoechst-high %	MT stabilizer cytotoxicity %
- O=C(COc1ccccc1)N1CCN(C(=O)Cc2ccccc2)CC1
→ -2.3	1178	i	0.76	1016	i	23	nt	nt	0.46	-0.24	0.41	-0.44	0%	-4	-2	4.8	1.6	0.8
- O=C(Nc1ccccc1C(=O)O)c1cc(S(=O)(=O)N2CCOCC2)cs1
→ -2.4	1138	i	0.08	1357	i	-4	-1	704	-0.43	-0.32	-0.19	0.89	8%	-6	15	3.6	3.1	9.5
- CCCCN(CCCC)c1ccc(C(=O)c2ccccc2C(=O)O)c(O)c1
→ nt	nt	i	nt	nt	i	-1	nt	nt	1.2	-0.2	0.89	0.015	18%	3	-20	3.6	2.0	0.9
- COc1ccc(CCNC(=O)CN2C(=O)C3(OCCCO3)c3ccccc32)cc1OC
→ 0.3	1179	i	-0.06	1340	i	-10	1	773	-0.13	-0.17	0.71	-0.16	2%	5	6	3.3	2.3	5.4
- O=C(COc1ccc(Cl)cc1Cl)NCCCn1ccnc1
→ -2.9	1124	i	0.35	1144	i	19	4	768	-1.1	-0.21	-0.55	0.54	4%	-1	1	4.4	3.8	4.4
- CCc1cccc(C)c1N(C(=O)Cn1c(CO)nc2ccccc21)C(C)COC (stereo not drawn)
→ -3.5	592	i	0.21	1255	i	-3	-17	773	0.93	-0.19	0.18	-0.97	-7%	-6	-4	2.6	1.1	4.9
- CON/C=C(\C=Nc1ccc(F)cc1)c1ncc(C(F)(F)F)cc1Cl
→ 0.0	1073	i	-0.54	1814	i	1	10	657	-0.98	-0.29	-0.38	0.88	12%	30	9	1.4	2.0	8.0
- COc1ccc(OC)c(-c2c(=O)n(OCc3ccccc3Br)c3ccccc3[n+]2[O-])c1
→ 6.9	535	i	-0.44	1330	i	-14	-19	743	-1.4	-0.23	-0.94	1.3	5%	6	-3	4.5	2.9	4.6
- O=C1CCCc2ccccc2N1Cc1cccc(F)c1
→ -0.1	1369	i	0.57	1474	i	11	-3	749	-1.5	-0.23	-1.2	1	12%	0	-19	1.9	1.8	0.3
- O=C(CNS(=O)(=O)c1ccc(Br)s1)NC1CCCc2ccccc21 (stereo not drawn)
→ -0.8	607	i	0.35	1208	i	9	-1	745	-0.69	-0.043	0.24	0.63	14%	0	-24	4.0	2.2	1.9
- Cc1cc(C(=O)Nc2cnc3ccccc3c2)ccc1[N+](=O)[O-]
→ -4.2	1105	i	-0.23	1618	i	4	1	702	-0.28	-0.24	-0.38	0.73	-113%	9	-8	3.2	1.3	7.4
- O=C(CN1CCN(c2ccccc2)CC1)c1ccc2cc[nH]c2c1
→ nt	nt	i	0.8	1048	i	10	nt	nt	-0.81	-0.21	-0.21	0.71	-6%	-1	-7	4.6	2.9	7.3
- Clc1cccc(Cl)c1Cn1nnc(-c2cccs2)n1
→ 0.0	1192	i	nt	nt	i	-8	-16	731	0.36	-0.1	0.29	0.53	-55%	-16	-7	2.9	2.3	7.8
- O=C(NC1CCCC1)c1cccc(S(=O)(=O)N2CCCCC2)c1
→ nt	nt	i	-1.5	1243	i	-4	-3	718	0.6	-0.26	-0.31	-0.28	2%	41	-3	4.0	2.0	6.1
- Cc1noc(NC(=O)c2ccc(Cl)c(Cl)c2)c1Cl
→ -0.2	1498	i	0.14	1453	i	27	1	730	0.09	-0.29	0.2	-0.29	-16%	17	1	2.9	2.2	5.5
- COC(=O)c1ccc(CSc2nc3ccccc3[nH]2)o1
→ 0.7	1367	i	-0.05	1620	i	17	nt	nt	-0.35	-0.18	0.56	-0.2	-4%	21	5	1.7	1.9	7.6
- CCCS(=O)(=O)N1CCC(C(=O)NCCN(CC)c2ccccc2)CC1
→ 3.6	1085	i	0.17	1887	i	-6	18	661	-0.21	-0.13	-0.092	1	13%	-13	-3	2.8	5.1	7.3
- CCCCCC(=O)Nc1cccc2ccccc12
→ -3.5	571	i	nt	nt	i	-41	-27	732	-1.2	1.4	-0.31	0.98	0%	9	0	2.0	1.5	4.3
- Nc1nc(COc2ccc(F)cc2)nc(N2CCCCC2)n1
→ -1.5	1098	i	-0.75	1324	i	0	2	705	-0.01	-0.16	0.25	-0.19	7%	17	24	2.0	2.0	4.7
- CC(C(=O)NCc1ccc(F)cc1)c1ccc([N+](=O)[O-])cc1 (stereo not drawn)
→ -0.7	972	i	0.18	1563	i	-2	-6	699	2.3	-0.049	0.86	-1.8	-19%	0	-10	4.0	1.8	8.7
- COC(=O)C1=C(C)NC(=O)/C1=C\c1cc(C)n(-c2c(C)cccc2C)c1C
→ nt	nt	i	0.21	870	i	-1	nt	nt	-0.59	-0.31	-0.3	0.1	5%	11	13	0.9	0.9	24
- [O-][n+]1c2c(nn1-c1ccccc1Cl)-c1nonc1CC2
→ -0.5	1082	i	-0.46	1712	i	-4	-3	693	0.55	-0.24	0.34	0.4	-7%	2	-24	2.6	1.3	0.4
- CCOC(=O)C1=NNC2(c3ccc(Cl)cc3)C(=O)N(c3cc(C)cc(C)c3)C(=O)C12 (stereo not drawn)
→ nt	nt	i	nt	nt	i	0	nt	nt	1.7	-0.2	-0.22	-0.69	9%	40	24	1.7	1.2	1.3
- CCOC(=O)c1cnc2ccc(OCC)cc2c1NCc1ccccc1
→ 0.7	1028	i	nt	nt	i	-11	-22	598	-0.52	-0.25	-0.12	1.6	-26%	86*	84*	2.0	3.5	2.6
- Cc1cc(=O)oc2cc(OCc3ccc(C(=O)OCC(=O)Nc4ccc(N(C)C)cc4)cc3)ccc12
→ 1.0	1573	i	-0.26	1375	i	9	-1	634	1.8	-0.32	1.1	-0.039	-3%	-16	4	2.6	2.6	3.2
- CCOC(=O)c1c(NC(=O)CSc2nnc(-c3ccco3)o2)sc(C)c1C
→ -0.8	1196	i	0.35	1451	i	-4	nt	nt	0.19	-0.27	-0.55	-0.42	3%	9	0	5.0	1.9	2.7
- CCOC(=O)C1CCN(C(=O)CCS(=O)(=O)c2ccc3c(c2)CCN3C(=O)CC)CC1
→ -0.5	1127	i	-0.44	1128	i	2	5	729	-1.1	-0.28	-0.58	1.2	15%	-9	15	2.2	3.2	0.6
- COc1ccc(CCNC(=O)CN(C)S(=O)(=O)c2cccs2)cc1OC
→ 1.0	1149	i	nt	nt	i	-2	1	734	3.5	1.8	2.8	-1.6	-3%	12	-3	3.2	2.0	7.4
- Cc1cccc(Nc2nc3ccccc3s2)c1C
→ 0.1	1027	i	-0.2	1249	i	-2	-8	623	0.54	-0.25	0.39	0.19	-126%	18	4	3.5	2.2	0.0

Sorted by heavy-atom count (falling): 3 of the compounds above.
Values run as follows: b-catenin transl	b-catenin transl cell count 5 µM	Yfh1-depleted yeast	Ins promoter up	Ins promoter up cell count	Autophagy HCS	Autophagy HCS cell loss 18 h	Hep lipid drop	Hep lipid drop cells 6.5 µM	Dynein cargo inh	Dynein cargo inh cytoplasmic EGFP	Dynein cargo inh nuclear GR-EGFP	Dynein cargo inh cell count	HEK293 NOD2/NF-kB	WT yeast gro inh	WT yeast gro inh mutant strain	MT stabilizer	MT stabilizer Hoechst-high %	MT stabilizer cytotoxicity %
- Cc1cc(=O)oc2cc(OCc3ccc(C(=O)OCC(=O)Nc4ccc(N(C)C)cc4)cc3)ccc12
→ 1.0	1573	i	-0.26	1375	i	9	-1	634	1.8	-0.32	1.1	-0.039	-3%	-16	4	2.6	2.6	3.2
- CCOC(=O)C1=NNC2(c3ccc(Cl)cc3)C(=O)N(c3cc(C)cc(C)c3)C(=O)C12 (stereo not drawn)
→ nt	nt	i	nt	nt	i	0	nt	nt	1.7	-0.2	-0.22	-0.69	9%	40	24	1.7	1.2	1.3
- CCOC(=O)c1cnc2ccc(OCC)cc2c1NCc1ccccc1
→ 0.7	1028	i	nt	nt	i	-11	-22	598	-0.52	-0.25	-0.12	1.6	-26%	86*	84*	2.0	3.5	2.6

Not all compounds are listed; the hit share may differ from the screen's.
